# Screening data deposited in PubChem by The Scripps Research Institute Molecular Screening Center.
# GPR7 antagonist – blocks human GPR7 receptor signaling | P48145 | GPR7-expressing cells, fluorescence antagonist assay | inhibition, % at 4.4 µM | 290,000 tested, 1.1% active | AID 1861; in the data active = inhibition above about 16%, passing the limit was not always enough;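 note: cells stimulated with the agonist NPW; 0% = agonist with vehicle and 100% = vehicle without agonist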
# Target sequence (P48145 whole entry, looked up): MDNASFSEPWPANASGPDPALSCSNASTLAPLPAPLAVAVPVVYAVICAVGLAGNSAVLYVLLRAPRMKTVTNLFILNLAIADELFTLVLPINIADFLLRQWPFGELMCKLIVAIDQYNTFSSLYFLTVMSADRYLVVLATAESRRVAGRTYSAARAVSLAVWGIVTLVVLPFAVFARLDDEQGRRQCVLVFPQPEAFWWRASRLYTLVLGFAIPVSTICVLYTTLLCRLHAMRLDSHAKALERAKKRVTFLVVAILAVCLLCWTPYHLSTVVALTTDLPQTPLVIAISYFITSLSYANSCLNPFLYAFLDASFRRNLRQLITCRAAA
# OXTR potentiate – potentiates the human oxytocin receptor response; P30559; CHO-OTR cells, Fluo-8 calcium fluorescence, potentiator mode; 0% = oxytocin EC15, 100% = EC100; activation, % at 3 µM; 320,000 tested, 0.061% active; AID 2445;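 active = activation above that plate's cutoff, the mean activation of tested compounds plus 3 SD, cut at about 6.6% in these data, passing the limit was not always enough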;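 note: 100% uses oxytocin at 75 nM as the full agonist control; some results filed as inactive read as strong as hits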
# Target sequence (P30559 whole entry, looked up): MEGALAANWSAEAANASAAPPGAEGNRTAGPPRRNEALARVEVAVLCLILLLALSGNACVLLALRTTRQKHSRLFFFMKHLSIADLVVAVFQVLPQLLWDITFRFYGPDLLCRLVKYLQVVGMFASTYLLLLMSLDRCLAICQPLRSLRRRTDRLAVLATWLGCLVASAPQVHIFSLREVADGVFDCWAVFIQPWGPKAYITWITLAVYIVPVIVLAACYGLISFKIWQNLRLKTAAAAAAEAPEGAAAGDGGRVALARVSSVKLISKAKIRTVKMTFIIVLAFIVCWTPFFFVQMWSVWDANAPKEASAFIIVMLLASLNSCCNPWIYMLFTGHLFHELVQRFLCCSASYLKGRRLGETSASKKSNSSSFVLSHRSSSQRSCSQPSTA
#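 Assay system: CHO cell line stably expressing human OTR | Also added: Oxytocin at about EC15, sub-maximal agonist stimulus | Times: Compound 6 min at room temperature before oxytocin, 100 s read | Measured by: Fluo-8 intracellular calcium fluorescence, ex 470-495, em 515-575 nm | Controls: EC15 oxytocin alone as 0%, 75 nM oxytocin as 100%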
# M1 ag parental – M1 agonist counterscreen hit in parental CHO-K1 cells; Fluo-8 calcium fluorescence; scaled to maximal ATP response, vehicle zero; 360,000 tested, 0.48% active; AID 602248; activation, % at 3 µM; in the data active = activation above about 15%;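 note: untransfected CHO-K1 host cells lacking M1 receptor as counterscreen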
# OXTR ag – activates the human oxytocin receptor; 320,000 tested, 0.32% active; activation, % at 3 µM; CHO-OTR cells, Fluo-8 calcium fluorescence; normalized: DMSO 0%, oxytocin 100%; P30559;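 active = activation above the mean of all tested compounds plus 3 SD, cutoff set per screening run, cut at about 20% in these data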;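 note: peak over basal fluorescence ratio from a 100 s FLIPR kinetic read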
# CHO parental Ca – signal in parental CHO cells, OX1R antagonist counter-screen; 330,000 tested, 0.63% active; inhibition, % at 5.6 µM; parental CHO-K1, ATP-induced calcium, Fluo-8 fluorescence;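 active = inhibition above that plate's mean sample inhibition plus 3 SD, cut at about 26% in these data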;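 note: 0% = ATP-challenged DMSO wells and 100% = DMSO wells without ATP; some compounds past the cut are filed as inactive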
#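 Material: parental CHO cells / Compound: single nominal dose of 5.6 µM per compound / Signal: Fluo-8 fluorescence / Replicates: singlicate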
# TAAR1 antag – human TAAR1 antagonism | Q96RJ0 | CHO RD-HGA16 TAAR1, Fluo-8 calcium fluorescence, antagonist | inhibition, % at 3 µM | 360,000 tested, 1.5% active;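 active = inhibition above a per-plate cutoff, the mean inhibition of test compounds on that plate plus 3 SD, cut at about 49% in these data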;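 note: 0% = DMSO plus EC80 beta-PEA response and 100% = DMSO alone without agonist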
# Target sequence (Q96RJ0 whole entry, looked up): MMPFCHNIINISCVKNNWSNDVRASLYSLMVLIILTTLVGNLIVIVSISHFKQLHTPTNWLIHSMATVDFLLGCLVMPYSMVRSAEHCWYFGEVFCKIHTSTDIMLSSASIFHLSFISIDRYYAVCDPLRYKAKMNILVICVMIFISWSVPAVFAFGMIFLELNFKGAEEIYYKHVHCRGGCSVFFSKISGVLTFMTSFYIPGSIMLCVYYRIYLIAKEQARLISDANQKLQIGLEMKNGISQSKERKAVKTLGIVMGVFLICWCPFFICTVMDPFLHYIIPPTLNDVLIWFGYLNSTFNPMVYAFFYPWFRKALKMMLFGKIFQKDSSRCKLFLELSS
#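 System: CHO RD-HGA16 cells bearing hTAAR1. Reagent: EC80 β-phenethylamine stimulus. Schedule: seeding 17-24 h prior, 75-min 37 °C, 30-min RT dye loading. Signal: Fluo-8 intracellular calcium dye fluorescence, real-time kinetic reads. Read-out: % inhibition from peak post-agonist over basal fluorescence ratio. Benchmarks: vehicle wells and EC80 agonist wells. Replicates: n of 1.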
# M1 PAM parental – nonselective activator or artifact in parental CHO-K1 calcium assay; 360,000 tested, 0.02% active; ATP EC20, Fluo-8 calcium fluorescence; 0% at ATP EC20, 100% at ATP max; activation, % at 3 µM;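 active = activation above the run cutoff, the mean activation of all test compounds plus 3 SD, cut at about 40% in these data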;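 note: peak over basal fluorescence ratio in a 140 s read after ATP addition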
# CHO-K1 Ca antag – counter-screen for M1 antagonists: effect in parental CHO-K1 cells; AID 602250; inhibition, % at 3 µM; ATP-induced calcium, Fluo-8 fluorescence; 360,000 tested, 0.6% active;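 active = inhibition above a per-plate cutoff, the plate's mean sample inhibition plus 3 SD, cut at about 24% in these data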;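 note: 0% = DMSO plus EC80 ATP and 100% = DMSO alone without ATP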
# V1aR counter – V1a receptor agonism, counter-screen for OXTR agonists. CHO-V1R cells, Fluo-8 calcium fluorescence, agonist mode; 0% DMSO, 100% 3 nM vasopressin. activation, % at 3 µM. 320,000 tested, 0.25% active. P37288;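 active = activation above the mean activation of all tested compounds plus 3 SD, per screening run, cut at about 20% in these data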;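 note: signal is peak over basal fluorescence ratio across a 100 second FLIPR read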
# The depositor's hits bear a star; · = no result given. An unsorted share of the library; any-hit rate near 3.5%.
SMILES,GPR7 antagonist,OXTR potentiate,M1 ag parental,OXTR ag,CHO parental Ca,TAAR1 antag,M1 PAM parental,CHO-K1 Ca antag,V1aR counter
CCN(CC)S(=O)(=O)c1ccc(C(=O)OCC(=O)c2ccc3c(c2)NC(=O)CO3)cc1,-4,-4,1.6,0.5,-10,-13,16,-17,1.0
Cc1ccc([C@H]2C[C@H](n3cc(C4CC4)nn3)[C@@H](O)CN2Cc2cccs2)cc1,·,·,3.9,·,·,-27,26,-18,·
[O-][n+]1c2ccc3nonc3c2nn1-c1ccccc1Cl,-1,-5,0.5,-0.6,9,-11,1,-11,0.0
COc1ccccc1N(CC(=O)NCCN1CCOCC1)S(=O)(=O)c1ccc(C)cc1,·,-11,1.2,-1.5,-1,-5,3,-2,-1.5
[N-]=[N+]=NCC/C=C\C1NS(=O)(=O)OCC1O (stereo not drawn),-9,-8,0.2,2.5,3,-24,11,-11,0.4
CCOc1cc(/C=N/NC(=O)c2cccc(S(=O)(=O)N3CCOCC3)c2)ccc1OCC(=O)N(C)C,·,1,1.6,0.1,3,-10,10,-11,0.4
Cc1ccccc1NS(=O)(=O)c1ccc(C(=O)N2CCN(c3ccccc3O)CC2)cc1,9,-16,11,9.4,-5,75*,-13,5,11
COC(=O)[C@@]1(C)[C@H]2C(=O)N(Cc3ccccc3)C(=O)[C@H]2[C@H]2CN=C(SCc3ccc(Cl)cc3)N21,·,·,2.0,·,-17,-38,25,-9,·
COc1ccc2c(c1)SCC(=O)N2C,13,0,-0.2,0.2,-6,0,-6,0,0.2
CC12CC3(C)CC(C)(C1)CC(C(=O)NC(=S)N1CCCC1)(C2)C3,-10,-4,-0.6,-2.1,-12,15,-3,2,-0.5
Nc1nncn1C(=O)CCc1ccccc1,8,4,1.5,1.3,2,-2,30,-14,-0.2
O=C(Nc1ccccc1NS(=O)(=O)c1ccc(F)cc1)C1CCCC1,-7,-13,1.4,-1.2,-16,-24,4,-5,0.1
O=C(c1cn(-c2ccccc2)nc1-c1ccc(F)cc1)N1CCOCC1,-12,-16,0.8,-0.3,4,-11,-16,2,0.2
Cc1ccc(O)c(C(=O)c2cnc3c(c2)c(C)nn3-c2ccccc2)c1,-4,-9,1.0,-2.1,-38,0,28,-10,-0.2
O=C(N[C@H]1CCC(=O)N([C@H](CSc2ccc(Br)cc2)Cc2ccccc2)CC1)OCc1ccccc1,·,-8,-0.6,1.4,-16,14,-25,10,4.6
COc1ccccc1Nc1nc(N)nc(CN2CCCCC2)n1,-11,-3,0.9,0.0,-8,-22,20,-10,1.1
O=C(NC1CCCCC1)C(c1ccco1)N(C(=O)c1csnn1)C1CCCC1 (stereo not drawn),6,0,-0.5,-0.9,-14,5,-5,14,-0.3
CCCN1CCC(=O)N(CCN=[N+]=[N-])CC1,-2,3,0.0,0.0,1,-3,-1,-10,1.3
COc1ccc(C2(C(=O)NCCN3CCOCC3)CCOCC2)cc1,-16,-6,-0.4,-0.1,-3,1,-12,13,0.0
O=C(O)C1Nc2c(C(=O)N3CCOCC3)cccc2C2C=CCC12 (stereo not drawn),-2,2,0.9,1.2,-2,·,23,-18,1.9
O=C(CN1CCCCC1)N1CCCc2c1c(=O)oc1ccc(OCc3ccccc3)cc21,-7,-6,0.8,-2.5,-18,-11,22,-3,-0.7
COc1ccccc1C(=O)Nn1c(-c2cccs2)nc2ccccc2c1=O,7,-2,1.7,-0.6,-17,27,4,9,0.4
CC(C)CNC(=O)C1(C)CCCN1C(=O)CSc1ccccc1 (stereo not drawn),·,·,1.0,·,·,-9,8,-6,·
CCCn1c(N)c(N(CCOC)C(=O)c2cc(S(=O)(=O)N3CCCCCC3)ccc2OC)c(=O)[nH]c1=O,-12,5,1.0,0.7,-5,-25,12,-8,1.0
Cc1ccc(CNC(=O)CS(=O)Cc2nc(-c3ccccc3Cl)oc2C)cc1 (stereo not drawn),-8,1,3.4,-1.2,-15,-6,22,-22,1.3
O=C1Nc2ccccc2S/C1=C\C(=O)N1CCCC1,-11,-1,·,-0.1,-1,·,·,·,0.2
CCNC(=O)CCn1nc(-c2ccc(C)cc2)c2ccccc2c1=O,3,-8,0.3,-1.9,-15,-6,12,-1,4.5
O=C(COc1ccccc1[N+](=O)[O-])NCCCN1CCCC1=O,·,2,0.2,2.4,-12,-20,-5,-9,1.8
CSc1ccccc1NC(=O)Cn1nc([N+](=O)[O-])cc1C,-8,1,0.9,-0.1,0,-8,5,-2,-0.3
COc1ccccc1/C=C/C1NC(=O)NC(C)=C1C(=O)OC(C)C (stereo not drawn),-8,2,2.4,-1.9,-19,-18,-20,8,-0.8
CC1CC(CCN)(c2ccccc2)C(C)CN1C (stereo not drawn),-4,-4,-0.6,-0.4,-6,-19,-7,5,-0.5
COc1ccc(CCNC(=O)Cn2cc(C(F)(F)F)cc(Cl)c2=O)cc1,4,5,0.5,0.8,-9,-5,20,-12,1.6
CC(=O)Nc1cccc(C(=O)OCC(=O)NC(=O)NC2CCCC2)c1,·,·,2.0,·,·,-10,-7,-3,·
CCOC(=O)c1sc(NS(=O)(=O)c2ccc(NC(C)=O)cc2)nc1C,-5,0,-0.1,-0.6,-13,-14,1,3,0.2
CN(C)c1ccc(CC(=O)N2CCCCC2c2cc(C(=O)Nc3ccccc3)no2)cc1 (stereo not drawn),·,·,1.8,·,·,-2,-4,3,·
O=C(Cn1cnc2c(nnn2Cc2ccccc2)c1=O)Nc1ccc2c(c1)OCCO2,-10,-5,0.3,1.4,-5,1,-11,-2,0.6
O=C(CCNC(=O)c1ccc(Br)o1)NC1CCCC1,9,-1,0.8,0.3,-5,8,17,-8,0.7
O=C(Oc1ccc(Cl)c2cccnc12)C12CC3CC(CC(C3)C1)C2,-2,-10,0.1,-1.5,-8,-14,12,-7,1.8
COc1ccc(CNC(=O)CS(=O)Cc2nc(-c3ccc(OC)c(OC)c3)oc2C)cc1 (stereo not drawn),-3,4,0.3,-1.5,-21,-7,15,-12,0.5
COc1cccc(CNC(=O)N2CCN(S(=O)(=O)c3ccc(Cl)cc3)CC2)c1,-1,-4,1.3,5.5,-1,1,5,-13,4.0

# An excerpt from above in order of SMILES length, rising.
SMILES,GPR7 antagonist,OXTR potentiate,M1 ag parental,OXTR ag,CHO parental Ca,TAAR1 antag,M1 PAM parental,CHO-K1 Ca antag,V1aR counter
CC(C)CNC(=O)C1(C)CCCN1C(=O)CSc1ccccc1 (stereo not drawn),·,·,1.0,·,·,-9,8,-6,·
CC(=O)Nc1cccc(C(=O)OCC(=O)NC(=O)NC2CCCC2)c1,·,·,2.0,·,·,-10,-7,-3,·
O=C(Cn1cnc2c(nnn2Cc2ccccc2)c1=O)Nc1ccc2c(c1)OCCO2,-10,-5,0.3,1.4,-5,1,-11,-2,0.6

# New compounds follow:
SMILES,GPR7 antagonist,OXTR potentiate,M1 ag parental,OXTR ag,CHO parental Ca,TAAR1 antag,M1 PAM parental,CHO-K1 Ca antag,V1aR counter
C[C@]12c3[nH]c4ccccc4c3CCN1C(=O)C(CC(=O)NCCc1ccccn1)C[C@@H]2C(=O)N1CCOCC1 (stereo partly drawn),·,1,0.4,-0.5,-8,-14,16,-10,-0.2
COCOCCn1cc(CN2CCS(=O)(=O)N(Cc3ccc(-c4ccc(OC)cc4)cc3)C(C)C2=O)nn1 (stereo not drawn),·,·,1.4,·,·,-18,-6,-12,·
CC(C)OC(=O)CSc1nc(Cc2ccccc2)nc2ccccc12,-2,-15,-0.6,-2.2,-25,8,6,-13,-1.0
CN(C)CC(O)COc1cc2ccccc2cc1C(=O)N1CCCCC1 (stereo not drawn),14,4,4.9,0.1,-10,0,17,1,-0.6
CC1CCCCC1NC(=O)COc1ccc(-n2cnnn2)cc1 (stereo not drawn),-10,-5,0.4,0.2,2,-11,-5,3,-0.5
CCOc1ccc(NC(=O)CN(C)C(=O)c2cc3c(s2)CCC(C)C3)cc1OCC (stereo not drawn),·,-5,-1.3,-2.5,-31,-22,12,-26,-0.7
Cc1ccc(S(=O)(=O)NC(C)C(=O)NCc2ccc(Cl)cc2)cc1 (stereo not drawn),·,-11,-0.1,-1.6,-15,-37,-16,18,-0.1
CCCC(=O)N1CCC1(C)C(=O)Nc1cc(-c2ccccc2)nn1C (stereo not drawn),·,·,2.1,·,·,9,25,-4,·
Cc1cc(NC(=O)CN2CCCCC2)n(-c2ccccc2)n1,-2,-2,0.4,-1.1,-26,20,11,-6,0.4
CCOC(=O)/C(=N\Nc1ccccc1[N+](=O)[O-])c1csc(Nc2ccccc2)n1,-13,-11,-0.1,-0.7,-13,22,12,3,-1.3
COC(=O)Cn1nc(-c2ccccc2)c2ccccc2c1=O,-1,-3,0.6,-0.8,-4,10,18,-9,-0.2
CN1CCN(c2cccc3c2S(=O)(=O)N[C@@H](Cc2ccccc2)CO3)CC1,·,·,1.2,·,·,-9,11,-10,·
Cc1ccc2nc(Cl)c(/C=N/NC(=O)c3ccccc3O)cc2c1,-5,-9,0.1,1.6,-22,4,15,1,2.7
C=CCn1c(N)c(C(=O)Nc2ccccc2OC)sc1=S,-3,-1,0.2,-1.2,-15,11,15,-17,-1.2
COc1ccccc1CC(NC(C)=O)C(=O)NC1CCN(C(=O)Nc2ccccc2F)CC1 (stereo not drawn),2,-14,0.0,-0.1,6,-6,-4,-9,0.2
O=C(CN1CCOCC1)NCCC12CC3CC(CC(C3)C1)C2,4,-2,0.6,0.5,-7,-20,18,-15,0.3
COc1ccc(OC)c(/C=N/NC(=O)c2cc3c(OC)cccc3[nH]2)c1,1,-7,1.8,-2.5,-23,16,7,-15,-1.5
N#CC(=C1CCCC1)c1nc(-c2ccc(Cl)cc2)cs1,2,-5,4.4,-0.9,-5,5,16,2,-0.6

# Record cards, from the list above. Values in the order: GPR7 antagonist	OXTR potentiate	M1 ag parental	OXTR ag	CHO parental Ca	TAAR1 antag	M1 PAM parental	CHO-K1 Ca antag	V1aR counter
# CCCC(=O)N1CCC1(C)C(=O)Nc1cc(-c2ccccc2)nn1C (stereo not drawn) is entered as ·	·	2.1	·	·	9	25	-4	·
# C[C@]12c3[nH]c4ccccc4c3CCN1C(=O)C(CC(=O)NCCc1ccccn1)C[C@@H]2C(=O)N1CCOCC1 (stereo partly drawn) is entered as ·	1	0.4	-0.5	-8	-14	16	-10	-0.2
